# High-throughput results from PubChem.
# LMNA splice mod = qHTS Assay for Modulators of Lamin A Splicing; HeLa LMNA splicing GFP/RFP minigene ratio, 48 h; Potency, µM (top dose mostly 46.1 µM), for the others: at the top dose ratio change, negative = inhibition, usual class: inhibitors; actives 0.01% (n = 200,000); AID 1487, 2009; active means well fitted inhibition curve with a large enough effect in the signal ratio, with a control signal flat, not every such curve was filed as active; inconclusive means small, poorly fitted or top-dose-only effect, or effect the other way, or a change in a side signal; the % refers to the signal ratio; further: potency means the concentration at half of the fitted maximal effect; on the % scale 0 is the no-effect control and ±100 the full control effect
#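 S3 HeLa cells stably expressing lamin A-EGFP splicing minigene plus DsRed2, 600 cells/well, 48 h compound exposure at 37C. Laser-scanning cytometry; analysed as GFP (500-530 nm)/RFP (575-640 nm) total intensity ratio; 0.5% DMSO vehicle.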
# CBFb RUNX1 block = qHTS Assay for Compounds Blocking the Interaction Between CBF-beta and RUNX1 for the Treatment of Acute Myeloid Leukemia | AlphaScreen CBFb-His/RUNX1-biotin binding, biochemical | Potency, µM (highest dose often 59.8 µM), for inactives: at the highest dose activity, negative = inhibition, hits mostly inhibitors | 230,000 tested, under 10 active; active means well fitted curve in the direction sought with a large enough effect; inconclusive means small, poorly fitted or top-dose-only effect, or effect the other way, or another doubt; inactive means no such curve, though single readings can be large or run the other way; further: % of control where 0% means no effect
# Target sequence (Q01196 whole entry, looked up): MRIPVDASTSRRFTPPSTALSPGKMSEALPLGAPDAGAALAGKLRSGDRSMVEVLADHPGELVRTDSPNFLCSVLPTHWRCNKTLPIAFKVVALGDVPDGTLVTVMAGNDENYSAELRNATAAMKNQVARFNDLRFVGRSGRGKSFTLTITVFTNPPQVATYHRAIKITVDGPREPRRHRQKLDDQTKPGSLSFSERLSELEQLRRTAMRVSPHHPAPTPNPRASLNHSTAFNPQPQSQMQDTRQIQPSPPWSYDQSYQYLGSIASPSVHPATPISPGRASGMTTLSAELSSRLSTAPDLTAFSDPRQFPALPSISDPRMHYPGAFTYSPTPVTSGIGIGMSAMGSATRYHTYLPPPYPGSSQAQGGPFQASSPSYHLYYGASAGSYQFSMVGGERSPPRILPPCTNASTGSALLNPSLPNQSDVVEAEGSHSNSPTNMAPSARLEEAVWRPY
# Target sequence (Q13951 whole entry, looked up): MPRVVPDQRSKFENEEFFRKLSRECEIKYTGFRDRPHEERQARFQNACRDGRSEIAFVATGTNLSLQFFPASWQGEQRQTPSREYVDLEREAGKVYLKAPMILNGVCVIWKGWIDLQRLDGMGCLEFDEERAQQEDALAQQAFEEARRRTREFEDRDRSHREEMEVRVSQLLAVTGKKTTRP
#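 AlphaScreen proximity signal reports loss of binding between His-tagged CBF-beta and biotin-labelled RUNX1, each at 30 nM. Proteins are pre-associated for 20 minutes, compounds added for 15 minutes, then beads for 90 minutes, all at ambient temperature.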
# Numbers without * were called inactive; ? = inconclusive; · = no result given; [ ] = dose if it differs, or a comment. An excerpt; rates above refer to the full screens.
1	CC(C)([CH2][Sn]([CH2]C(C)(C)c1ccccc1)([CH2]C(C)(C)c1ccccc1)[O][Sn]([CH2]C(C)(C)c1ccccc1)([CH2]C(C)(C)c1ccccc1)[CH2]C(C)(C)c1ccccc1)c1ccccc1
2	CC(=O)OCC(NC(=O)C1CCCN1C(=O)OC(C)(C)C)C1OC(n2cc(F)c(=O)[nH]c2=O)C(OC(C)=O)C1OC(C)=O (stereo unspecified)
3	CC(=O)OCCBr
4	CCN(CC)CCC(c1cc(OC)c(OC)c(OC)c1)c1c(OC)cc(OC)c2c1OC(=O)CC2c1ccc(N(C)C)cc1 (stereo unspecified)
5	COc1cccc(C2=Nn3c(nnc3-c3ccccc3OC)SC2)c1
6	COc1ccc(SCCN2CCN(CCc3ccccc3)CCC2=O)cc1
7	O=C(Nc1ccc(Br)cc1)c1ccc(F)c(S(=O)(=O)NC2CCCCCC2)c1
8	CCc1ccc(NC(=O)C(=O)NCC(c2ccc3c(c2)OCO3)N2CCOCC2)cc1 (stereo unspecified)
Screen / compound no. | 1 | 2 | 3 | 4 | 5 | 6 | 7 | 8
LMNA splice mod | · | · | · | · | · | · | ? | 9%[46 µM]
CBFb RUNX1 block | 15% | 6% | 18% | -20% | ? | ? | · | ·

9	Cc1c(CCNS(=O)(=O)c2ccccc2)sc2nc(-c3ccc(Cl)cc3)nn12
10	Cc1c(C(=O)Nc2cccc(Cl)c2)sc2nc3n(c(=O)c12)N=C(c1cccc(Br)c1)CS3
11	CCOC(=O)N1CCN(Cc2nc3cc(NC(C)=O)ccc3n2C(C)C)CC1
12	Cc1nn2c(=O)cc(COC(=O)c3ccc(NC(=O)COc4ccc(Cl)cc4)cc3)nc2s1
13	Cc1ccc(N2CC(NC(=O)C(=O)c3c[nH]c4ccccc34)CC2=O)cc1 (stereo unspecified)
14	Cc1ccc2[nH]c3c(=O)n(CC(=O)Nc4ccc(Br)cc4C)ncc3c2c1
15	COc1ccc(-c2cc(C(C)=O)c(C)n2CCC(=O)NCc2ccccc2OC)cc1
16	CC(=O)N1CCCc2cc(S(=O)(=O)NCc3cccc(C)c3)ccc21
Screen / compound no. | 9 | 10 | 11 | 12 | 13 | 14 | 15 | 16
LMNA splice mod | -18%[46 µM] | ? | -13%[46 µM] | ? | 0%[46 µM] | 17%[46 µM] | -13%[46 µM] | 2%[46 µM]
CBFb RUNX1 block | · | · | · | · | · | · | · | ·

17	CCOCCCNC(=O)C1CCCN(c2ncnc3onc(C)c23)C1 (stereo unspecified)
18	CC(C)(C)OC(=O)N1CCC(c2c(C(=O)N3CCN(C(=O)c4ccco4)CC3)cnn2-c2ccc(Cl)cc2)CC1
19	COc1ccc(S(=O)(=O)NCC(c2ccc(N(C)C)cc2)N2CCCC2)cc1 (stereo unspecified)
20	Cc1ccc(C(=O)n2nc(C)c(S(=O)(=O)N3CCOCC3)c2C)cc1C
21	COc1ccc(NS(=O)(=O)c2ccc(N3CCCCS3(=O)=O)cc2)cc1Cl
22	CCN(C(=O)CSc1nc2n[nH]c(C)c2c(=N)n1-c1cccc(OC)c1)c1cccc(C)c1
23	O=C(CSc1nc(-c2ccccc2)nc2cc(=O)[nH]n12)Nc1ccccc1
24	Cc1ccc(C(C)C)c(OCC(=O)NCC2(N3CCOCC3)CCCCC2)c1
Screen / compound no. | 17 | 18 | 19 | 20 | 21 | 22 | 23 | 24
LMNA splice mod | -2%[46 µM] | -3%[46 µM] | -10%[46 µM] | -11%[46 µM] | 7%[46 µM] | ? | ? | ?
CBFb RUNX1 block | · | · | · | · | · | · | · | ·

25	Cc1cccc(N2CCN(C(=O)Cn3ncc4c([nH]c5ccccc54)c3=O)CC2C)c1 (stereo unspecified)
26	COC(=O)c1ccccc1NC(=O)C1CCN(C(=O)N2CC(C)Oc3ccccc32)CC1 (stereo unspecified)
27	O=C(c1ccccc1)N1CCC(c2nc3ccccc3o2)CC1
28	CCOc1ccc(C(=O)Nc2ccc(S(=O)(=O)N3CCCCC3c3cccnc3)cc2)cc1 (stereo unspecified)
29	Cc1cccc(C(=O)N2CCc3cc(CNC(=O)COc4ccc(Cl)cc4)ccc32)c1
30	Cc1cccc(NC(=O)Cn2nnc(C(=O)Nc3ccc(F)c(Cl)c3)c2N)c1
31	CCn1c(=N)n(CCOc2ccc(Br)cc2)c2ccccc21
32	COCc1cc(C)nc2c1C(=O)NC(c1ccc(F)cc1)N2Cc1ccccc1 (stereo unspecified)
Screen / compound no. | 25 | 26 | 27 | 28 | 29 | 30 | 31 | 32
LMNA splice mod | 19%[46 µM] | -4%[46 µM] | ? | 5%[46 µM] | ? | -6%[46 µM] | ? | ?
CBFb RUNX1 block | · | · | · | · | · | · | · | ·

33	Cn1cccc1-c1cc2n(n1)CCC(=O)N2CCCC(=O)NCc1cccc(Cl)c1
34	CCOc1ccc(-c2ccc(NS(=O)(=O)c3cc(C)ccc3OC)cc2)nn1
35	Cc1cccc(NC(=O)CSc2nc(-c3ccccc3)cn2-c2ccccc2)c1C
36	CC(C)(C)CC(=O)NCC(c1ccc2c(c1)OCO2)N1CCOCC1 (stereo unspecified)
37	Cc1c(-c2ccc(Cl)cc2)c(=O)oc2c(CN3CCCC3)c(O)ccc12
38	Cc1ccc(-c2nnc(Nc3ccc(Br)cc3)c3ccccc23)cc1S(=O)(=O)N1CCOCC1
39	O=C(NCCC1=CCCCC1)C1CCN(C(=O)N2CCOc3ccc(Cl)cc32)CC1
40	COc1cccc(-n2c(SCC(=O)Nc3c(C)cc(C)cc3C)nc3c([nH]c4ccccc43)c2=O)c1
Screen / compound no. | 33 | 34 | 35 | 36 | 37 | 38 | 39 | 40
LMNA splice mod | 9%[46 µM] | -10%[46 µM] | -13%[46 µM] | 3%[46 µM] | 9%[46 µM] | 1%[46 µM] | -7%[46 µM] | ?
CBFb RUNX1 block | · | · | · | · | · | · | · | ·

41	CC(=O)N1c2ccc(S(=O)(=O)NCC3CCC(C(=O)Nc4ccc(F)cc4)CC3)cc2CC1C (stereo unspecified)
42	Cc1cccc(Cn2c(=O)n(CC3CCC(C(=O)N4CCOCC4)CC3)c(=O)c3sccc32)c1 (stereo unspecified)
43	CCCOc1ccc(C2C(=O)N(C3CCCCC3)CC(=O)N2CCC2=CCCCC2)cc1OC (stereo unspecified)
44	Clc1cccc(-n2ncc3c(N4CCN(Cc5ccccc5)CC4)ncnc32)c1
45	Cc1ccc(NC(=O)CSc2nccn2Cc2ccco2)cc1Cl
46	Cc1cccc(OCc2ccc(-c3nc(C#N)c(N4CCC(C(N)=O)CC4)o3)o2)c1
47	COc1ccc(C(=O)NCCc2sc(-c3ccc(Cl)cc3)nc2C)c(OC)c1
48	CCOc1ccc(C2c3[nH]c4ccccc4c3CCN2C(=O)Cc2cccc(OCC)c2OCC)cc1 (stereo unspecified)
Screen / compound no. | 41 | 42 | 43 | 44 | 45 | 46 | 47 | 48
LMNA splice mod | ? | -3%[46 µM] | -11%[46 µM] | ? | ? | ? | ? | ?
CBFb RUNX1 block | · | · | · | · | · | · | · | ·

49	Cc1ccc(-n2ncc(C(=O)NCc3ccco3)c2C2CCN(C(=O)OC(C)(C)C)CC2)cc1C
50	O=C(Cn1nc(C(F)(F)F)c2c1CCCC2)Nc1cccc(Cl)c1
51	CCN(CC)c1ccc(CNCCCSc2nnnn2C)cc1
52	Cc1ccc(C(=O)Nc2nnc(S(=O)(=O)N(C)Cc3ccco3)s2)cc1
53	CC(C)Cn1cc(NC(=O)NCc2cccc(Cl)c2)c2ccccc2c1=O
54	Cc1cc(C)n(-c2nc3cc(Cl)ccc3nc2N2CCN(c3ccccc3F)CC2)n1
55	Cc1cc(C)c(NC(=O)CN2C(=O)c3cccnc3Oc3ccc(C)cc32)c(C)c1
56	COc1ccc(CNC(=O)c2sc3nc4n(c(=O)c3c2C)CCCC4)cc1
Screen / compound no. | 49 | 50 | 51 | 52 | 53 | 54 | 55 | 56
LMNA splice mod | -9%[46 µM] | ? | 5%[46 µM] | 24%[46 µM] | -2%[46 µM] | ? | 20%[46 µM] | -7%[46 µM]
CBFb RUNX1 block | · | · | · | · | · | · | · | ·

# 15 entries out of the list, arranged by heavy-atom count, high to low:
1	CC(C)([CH2][Sn]([CH2]C(C)(C)c1ccccc1)([CH2]C(C)(C)c1ccccc1)[O][Sn]([CH2]C(C)(C)c1ccccc1)([CH2]C(C)(C)c1ccccc1)[CH2]C(C)(C)c1ccccc1)c1ccccc1
4	CCN(CC)CCC(c1cc(OC)c(OC)c(OC)c1)c1c(OC)cc(OC)c2c1OC(=O)CC2c1ccc(N(C)C)cc1 (stereo unspecified)
2	CC(=O)OCC(NC(=O)C1CCCN1C(=O)OC(C)(C)C)C1OC(n2cc(F)c(=O)[nH]c2=O)C(OC(C)=O)C1OC(C)=O (stereo unspecified)
48	CCOc1ccc(C2c3[nH]c4ccccc4c3CCN2C(=O)Cc2cccc(OCC)c2OCC)cc1 (stereo unspecified)
49	Cc1ccc(-n2ncc(C(=O)NCc3ccco3)c2C2CCN(C(=O)OC(C)(C)C)CC2)cc1C
42	Cc1cccc(Cn2c(=O)n(CC3CCC(C(=O)N4CCOCC4)CC3)c(=O)c3sccc32)c1 (stereo unspecified)
12	Cc1nn2c(=O)cc(COC(=O)c3ccc(NC(=O)COc4ccc(Cl)cc4)cc3)nc2s1
15	COc1ccc(-c2cc(C(C)=O)c(C)n2CCC(=O)NCc2ccccc2OC)cc1
46	Cc1cccc(OCc2ccc(-c3nc(C#N)c(N4CCC(C(N)=O)CC4)o3)o2)c1
19	COc1ccc(S(=O)(=O)NCC(c2ccc(N(C)C)cc2)N2CCCC2)cc1 (stereo unspecified)
Screen / compound no. | 1 | 4 | 2 | 48 | 49 | 42 | 12 | 15 | 46 | 19
LMNA splice mod | · | · | · | ? | -9%[46 µM] | -3%[46 µM] | ? | -13%[46 µM] | ? | -10%[46 µM]
CBFb RUNX1 block | 15% | -20% | 6% | · | · | · | · | · | · | ·

23	O=C(CSc1nc(-c2ccccc2)nc2cc(=O)[nH]n12)Nc1ccccc1
52	Cc1ccc(C(=O)Nc2nnc(S(=O)(=O)N(C)Cc3ccco3)s2)cc1
5	COc1cccc(C2=Nn3c(nnc3-c3ccccc3OC)SC2)c1
50	O=C(Cn1nc(C(F)(F)F)c2c1CCCC2)Nc1cccc(Cl)c1
3	CC(=O)OCCBr
Screen / compound no. | 23 | 52 | 5 | 50 | 3
LMNA splice mod | ? | 24%[46 µM] | · | ? | ·
CBFb RUNX1 block | · | · | ? | · | 18%

# (continued)
57	CCOc1ccc(CCNC(=O)c2sc3nc4n(c(=O)c3c2C)CCCC4)cc1
58	CCc1ccc(-c2nn(CC(=O)NC3CCCC3)c3c2cnc2ccc(C)cc23)cc1
59	COc1ccc(NC(=O)c2ccco2)cc1NC(=O)c1cc(Br)ccc1Cl
60	Cc1ccc(-n2nc(C)c3c(C)cc(=O)n(CC(=O)N4CCCc5ccccc54)c32)cc1
61	CCC(C)NC(=O)CSc1nc2n[nH]c(C)c2c(=N)n1-c1ccc(C)c(Cl)c1 (stereo unspecified)
62	CCOC(=O)c1sc2ccccc2c1S(=O)(=O)Nc1ccc(OC)c(Cl)c1
63	COc1ccc(Cl)cc1NC(=O)CSc1nccn1-c1ccc(Cl)cc1
64	CC(C)(C)OC(=O)N1CCC(c2c(C(=O)N3CCN(c4ccccc4F)CC3)cnn2-c2ccccc2Cl)CC1
65	COc1ccccc1CNS(=O)(=O)c1ccc2c(c1)CC(C)N2C(C)=O (stereo unspecified)
Screen / compound no. | 57 | 58 | 59 | 60 | 61 | 62 | 63 | 64 | 65
LMNA splice mod | 6%[46 µM] | ? | -4%[46 µM] | ? | 12%[46 µM] | 0%[46 µM] | 18%[46 µM] | -11%[46 µM] | 6%[46 µM]
CBFb RUNX1 block | · | · | · | · | · | · | · | · | ·
